Screening data (PubChem)
TRPC4 act = TRPC4 (mouse) channel activation; B-score at 10 µM; hit rate 0.49% among 310,000; AID 2237; Q9QUQ5; HEK293 TRPC4beta/mu-opioid, Fluo4 calcium fluorescence; active compounds read high;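 active = B-score above 5 SD of library B-scores, and initial fluorescence ratio not above library mean plus 5 SD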;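 also: positive B-score marks a calcium rise read as TRPC4 activation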
Target sequence (Q9QUQ5 whole entry, looked up): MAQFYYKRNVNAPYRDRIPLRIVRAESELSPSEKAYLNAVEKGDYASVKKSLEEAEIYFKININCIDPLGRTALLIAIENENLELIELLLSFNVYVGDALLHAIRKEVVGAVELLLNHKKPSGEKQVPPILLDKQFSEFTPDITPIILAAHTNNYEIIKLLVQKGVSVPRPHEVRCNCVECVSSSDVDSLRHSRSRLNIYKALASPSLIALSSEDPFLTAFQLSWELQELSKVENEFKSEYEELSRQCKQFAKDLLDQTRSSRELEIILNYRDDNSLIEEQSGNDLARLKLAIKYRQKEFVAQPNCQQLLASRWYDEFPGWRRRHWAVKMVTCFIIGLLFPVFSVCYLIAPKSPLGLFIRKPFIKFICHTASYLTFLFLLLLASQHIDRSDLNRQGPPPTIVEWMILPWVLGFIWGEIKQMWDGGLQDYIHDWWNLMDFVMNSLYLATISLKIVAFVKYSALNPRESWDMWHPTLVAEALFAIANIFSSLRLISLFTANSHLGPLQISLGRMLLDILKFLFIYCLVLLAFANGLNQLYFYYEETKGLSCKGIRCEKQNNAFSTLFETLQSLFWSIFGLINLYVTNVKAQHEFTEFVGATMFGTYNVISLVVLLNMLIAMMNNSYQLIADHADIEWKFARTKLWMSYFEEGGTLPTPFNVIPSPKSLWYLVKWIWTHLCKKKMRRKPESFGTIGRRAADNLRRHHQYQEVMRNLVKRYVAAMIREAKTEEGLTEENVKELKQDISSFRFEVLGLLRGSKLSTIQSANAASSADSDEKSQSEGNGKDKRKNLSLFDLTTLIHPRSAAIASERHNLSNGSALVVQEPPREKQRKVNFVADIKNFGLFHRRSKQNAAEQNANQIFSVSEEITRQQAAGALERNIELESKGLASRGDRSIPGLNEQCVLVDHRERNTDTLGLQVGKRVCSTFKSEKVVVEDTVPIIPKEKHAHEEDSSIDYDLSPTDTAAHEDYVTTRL
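Material: HEK293 stable line with TRPC4beta plus mu-opioid receptor; technique: Fluo4 calcium-sensitive dye fluorescence, kinetic, 1 Hz baseline; timing: Fluo4 dye loading 45 min at room temperature, 110 s recording; controls: assay buffer as low control, maximal DAMGO as high control; read-out: integrated baseline-normalised fluorescence ratio, converted to per-well B score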
MrgX1 antag = human MrgX1 receptor antagonism, primary screen. B-score at 10 µM. AID 588676. Q96LB2. hit rate 1.3% among 310,000. MRGX1-HEK293 calcium flux, Fluo-4, BAM8-22 antagonism; active compounds read low;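 active = calcium-response B-score plate-corrected more than 3 library SD below zero, starting fluorescence within 5 deviations, no agonist response on first addition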;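 also: peak minus trough fluorescence over baseline after final BAM8-22 challenge near maximal dose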
TRPC4 PAM = allosterically enhances the mouse TRPC4 cation channel; hit rate 0.42% among 310,000; AID 2227; HEK293 TRPC4beta/mu-opioid, DAMGO EC20, Fluo-4 Ca2+ flux; active compounds read high; B-score at 10 µM; Q9QUQ5;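 active = B-score of calcium response area above 5 SD of library B-scores, with initial fluorescence ratio within 5 SD of library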;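 also: B-score of integrated fluorescence ratio over time as area under calcium response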
aSyn 5UTR inh = 5' untranslated region of α-synuclein, MLPCN primary screen | alpha-synuclein 5'UTR reporter, inhibitor activity | inhibition, % (tested at 7.5 µM) | hit rate 0.82% among 300,000 | AID 1813; in the data active = inhibition above about 60%;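 also: H4 neuroglioblastoma cells stably carrying SNCA 5'UTR luciferase fusion; 0% = DMSO wells and 100% = positive control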
TRPC4 block = TRPC4 (mouse) channel inhibition; Q9QUQ5; HEK293 TRPC4beta/mu-opioid, DAMGO-evoked Fluo4 calcium flux; active compounds read low; B-score at 10 µM; hit rate 0.39% among 300,000; AID 2247;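 active = B-score over 3 SD under the library average, no early fluorescence shift, positive overall ratio signal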
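System: stable TRPC4beta/mu-opioid receptor HEK293 cells; Dosing: single-point compound dosing; Measured by: Fluo4 Ca2+ flux fluorescence; Read-out basis: per-well B score of integrated baseline-normalized Fluo4 ratio.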
HIF act = HIF pathway transcriptional activation; U2OS HRE-luciferase reporter, luminescence; normalized: DMSO 0%, desferrioxamine 100%; activation, % at 7.5 µM (by protocol); hit rate 0.32% among 300,000;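 active = mean activation of at least 10% of the iron chelator positive control signal, with at least half of replicates also reaching 10%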
IEC-6 tox = IEC-6 cytotoxicity, counter-screen for KLF5 inhibitors | luminescence viability | inhibition, % at 5 µM | hit rate 0.78% among 290,000; in the data active = inhibition above about 22%;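 also: 0% = plate median of test compound wells and 100% = cytotoxic reference compound wells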
SKKanGAS inh = blocks kanamycin growth of S. pyogenes SKKanGAS strain. BacTiter-Glo, 6 h. hit rate 1.3% among 300,000. inhibition, % at 7.5 µM. AID 1662;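 active = mean replicate score, as percent of positive control median, at least 50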;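 also: strain carries kanamycin resistance gene driven by streptokinase promoter and grows in 40 µg/ml kanamycin; loss of luminescence reflects streptokinase promoter inhibition or plain growth inhibition; 0% = median of DMSO wells and 100% = positive control at its reference dose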
TRPC6 inh = mouse TRPC6 channel inhibition. hit rate 1.1% among 310,000. AID 2553. HEK293-TRPC6, membrane potential dye, ACh-evoked depolarization; active compounds read low. B-score at 10 µM. Q61143;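 active = B-score under library mean minus 3 SD, initial fluorescence not abnormally high, positive integrated signal ratio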;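 also: B-score derived from integrated fluorescence ratio over the kinetic read; more negative B-score means stronger inhibition of depolarization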
KLF5 inh = suppresses KLF5 promoter-driven expression | DLD-1 KLF5 promoter-luciferase reporter, luminescence | AID 1700 | inhibition, % at 5 µM | hit rate 0.23% among 290,000;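 active = inhibition above a per-plate limit of that plate's mean compound inhibition plus 3 SD, cut at about 60% in these data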;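 also: 0% = DMSO wells and 100% = LY294002 at 200 µM; higher means less KLF5 promoter-driven luciferase light; inactives centre near -14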
TRPC6 act = activates the mouse TRPC6 cation channel; Q61143; HEK293-TRPC6 membrane potential dye fluorescence; active compounds read high; B-score at 10 µM; hit rate 0.13% among 310,000; AID 2550;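 active = B-score of the integrated fluorescence ratio above library mean plus 3 SD, and starting fluorescence ratio within library mean plus 5 SD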;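 also: higher score means more depolarization so channel activation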
* marks the source's active call; other numbers are inactive results; i = inactive; / = not tested or not shown. Hits appear at their usual frequency. About 5.8% of those tested had a hit in this group.

Molecule	TRPC4 act	MrgX1 antag	TRPC4 PAM	aSyn 5UTR inh	TRPC4 block	HIF act	IEC-6 tox	SKKanGAS inh	TRPC6 inh	KLF5 inh	TRPC6 act
COc1ccc(Br)c(C(=O)Nc2nc3ccccc3[nH]2)c1	i	i	i	-87	i	3.5	10	2	i	-82	i
O=C(NC1CCCCC1)C1CCC(CNS(=O)(=O)c2ccccc2)CC1 (stereo unspecified)	i	i	i	3	i	1.6	4	9	i	16	i
COc1ccc(NC(=O)c2ccccc2NC(=O)C2CC=CCC2C(=O)O)cc1 (stereo unspecified)	i	i	i	/	i	/	-4	/	i	-43	i
Cn1nc(-c2ccccc2)c(-c2nc(-c3cccc(Cl)c3)no2)c1Cl	i	i	i	30	i	-0.3	1	-13	i	-27	i
NC(=O)Nc1ccccc1C(=O)NCCc1ccccc1	i	i	i	-90	i	1.6	5	4	i	-95	i
O=C1CC(c2ccco2)CC(O)=C1C=NCC1CCNCC1 (stereo unspecified)	i	i	i	18	i	-0.3	5	0	i	-21	i
O=C(Nc1ccc(-c2noc(-c3cccs3)n2)cc1)c1cccnc1	i	i	i	-94	i	1.6	-1	1	i	-166	i
C=CCC(C)(NCc1ccccc1)c1ccccc1 (stereo unspecified)	i	i	i	-16	i	0.5	2	7	i	-1	i
Cc1c(C(=O)c2cccc([N+](=O)[O-])c2)c2ccccn2c1CCC#N	i	i	i	42	i	-0.1	2	2	i	-14	i
COc1ccc([N+](=O)[O-])cc1N(CC(O)CN1CCCC1)S(=O)(=O)c1ccc(C)cc1 (stereo unspecified)	i	i	i	1	i	-0.5	0	-14	i	-1	i
Cc1ccccc1NS(=O)(=O)c1ccc(C(=O)NNC(=O)c2ccccc2O)cc1	i	i	i	6	i	-0.1	/	11	i	/	i
CCCCNC(=O)OC1CCS(=O)(=O)C1 (stereo unspecified)	i	i	i	4	i	-0.2	2	2	i	36	i
CN(C)CCn1nnc2c(=O)oc3ccccc3c21	i	i	i	7	i	-0.1	2	/	i	-28	i
N#Cc1c(-c2cccc(F)c2)cc(-c2ccccc2)nc1Br	i	i	i	-3	i	-0.2	-1	5	i	-43	i
COc1ccc(N2CC(NC(=O)NCC(C)C)CC2=O)cc1 (stereo unspecified)	i	i	i	-12	i	-0.7	-1	-19	i	20	i
O=C(O)CSc1nnc(COc2cccc3ccccc23)n1Cc1ccccc1	i	i	i	11	i	-0.3	4	-4	i	6	i
CCN1CCCC1CNS(=O)(=O)c1ccc(C(=O)Nc2ccccc2)cc1 (stereo unspecified)	i	i	i	-19	i	-0.3	-5	4	i	-10	i
CCC/C=N/NC(=O)c1cc(-c2ccccc2)nc2ccccc12	i	i	i	-6	i	-1.0	0	-7	i	-9	i
CC(C)(CO)NC(=O)CCCOc1ccc(Cl)cc1Cl	i	i	i	13	i	-0.2	8	/	i	-11	i
NCCCCCC(=O)N/N=C/c1coc2ccccc2c1=O	i	i	i	6	i	-0.2	1	-1	i	-12	i
COCc1cc(C)nc(SC)c1C#N	i	i	i	9	i	-0.2	-1	-12	i	-43	i
Cc1cccc(C)c1OCc1cc(C(=O)N2CCC(c3ccccc3)CC2)no1	i	i	i	-80	i	3.2	-3	15	i	-60	i
Cn1c(CCNC(=O)c2ccc(F)cc2)nc2ccccc21	i	i	i	14	i	-0.6	0	-3	i	-14	i
COC(=O)[C@H](CCSC)NC(=O)Nc1cc(OC)cc(OC)c1	i	i	i	-2	i	-0.4	-3	9	i	-12	i
O=c1[nH]n(-c2ncnc3c2cnn3-c2ccccc2)c(=O)c2ccccc12	i	i	i	11	i	-0.1	-9	-5	i	-38	i
CCOC(=O)c1cccc(-n2c(C)nc3ccccc3c2=O)c1	i	i	i	-3	i	0.3	3	-17	i	12	i
COc1ccc(-n2c(COc3ccc(C)cc3)nnc2SCC(N)=O)cc1	i	i	i	9	i	-0.4	-1	-4	i	-32	i
c1ccc(-c2csc(N3CCOCC3)n2)cc1	i	i	i	-145	i	2.5	1	5	i	-85	i
CCN1CCN(S(=O)(=O)c2ccc3c(c2)NC(=O)CS3)CC1	i	i	i	13	i	-0.7	-1	-2	i	-15	i
Cc1cc(/C=C2\SC(=S)N(Cc3ccco3)C2=O)c(C)n1-c1cccnc1	i	/	i	-181	i	2.5	0	14	i	-6	i
Cn1c2ccccc2c2cc(/C=N/NC(=O)c3ccc(O)cc3O)ccc21	i	i	i	-5	i	0.0	-4	-19	i	-3	i
COC(=O)CSc1nsc(SCC(=O)OC)n1	i	i	i	-15	i	-0.3	0	0	i	-24	i
CCOc1ncccc1C(=O)Nc1ncc(C)s1	i	i	i	-29	i	0.9	-1	13	i	7	i
Cc1ccc(NC(=O)CSCC#N)cc1Cl	i	i	i	-6	i	0.3	4	-3	i	-34	i
CCOc1ccc(-n2c(=O)cc(N3CCN(c4ccccc4)CC3)[nH]c2=O)cc1	i	i	i	8	/	-0.2	4	-6	i	-15	i
Cc1ccc(C)c(N(C(=O)CCC(=O)Nc2cc(C)on2)C(C(=O)NC2CCCC2)c2ccco2)c1 (stereo unspecified)	i	i	i	20	i	0.8	5	1	i	-26	i
O=C(NCCCCc1ccccc1)C1CC(c2ccc(C(F)(F)F)cc2)=NO1 (stereo unspecified)	i	i	i	-22	/	0.8	/	2	i	/	i
NCCNc1cc(N2CCCC2)ccc1[N+](=O)[O-]	i	i	i	6	i	-0.4	1	4	-6.3*	-15	i
CCOC(=O)N1CCC(NS(=O)(=O)c2ccccc2)CC1	i	i	i	-2	i	0.0	4	2	i	1	i
Cc1c(Cc2ccccc2)c(=O)oc2c(C)c(OCC(=O)NCC3CCC(C(=O)O)CC3)ccc12 (stereo unspecified)	i	i	i	8	i	0.0	1	40	i	-4	i
Cc1ccc(S(=O)(=O)N(CC(=O)c2ccc(Cl)cc2)C(=O)N2CCN(C)CC2)cc1	i	i	i	-2	i	-0.4	/	-5	i	/	i
CNS(=O)(=O)c1cc(NC(=O)CCNC(=O)c2ccco2)ccc1C	i	i	i	11	i	-0.8	-6	-7	i	7	i
CC1(C)NC(=O)N(CCOCCSc2ccccc2)C1=O	i	i	i	-12	i	0.4	6	-4	i	-31	i
Cc1ccc(-n2nnnc2C(Cl)c2nnnn2-c2ccc(C)cc2)cc1	i	/	i	18	i	0.0	-8	-13	i	7	i
O=C(c1ccc(F)cc1Cl)N(c1ccccn1)C1CCCCC1	i	i	i	2	i	-0.2	3	-11	i	8	i
Nc1nc(CSc2nc3ccccc3s2)nc(N2CCOCC2)n1	i	i	i	-2	i	-0.2	-1	5	i	-10	i
CCc1nnc(NC(=O)C2CCC(CNc3c(N4CCCCC4)c(=O)c3=O)CC2)s1 (stereo unspecified)	i	i	i	-1	i	-0.6	5	-3	i	-14	i
O=C(NCCNS(=O)(=O)c1ccccc1)N1CCOCC1	i	i	i	20	i	-0.1	1	2	i	1	i
Cc1nn(Cc2c(F)c(F)c(F)c(F)c2F)c(C)c1NC(=O)c1nn(C)c(C)c1Br	i	i	i	5	i	0.1	6	-4	i	2	i
Cn1c(SCC(=O)NC2CC2)nnc1-c1ccccn1	i	i	i	-3	i	-0.6	-2	-1	i	-25	i

The list goes on:
Molecule	TRPC4 act	MrgX1 antag	TRPC4 PAM	aSyn 5UTR inh	TRPC4 block	HIF act	IEC-6 tox	SKKanGAS inh	TRPC6 inh	KLF5 inh	TRPC6 act
COC(=O)C1=C(C(C)=O)C(c2ccc(C(=O)OC)cc2)n2nnnc2N1 (stereo unspecified)	i	i	i	14	i	-0.2	7	1	i	-12	i
O=C(c1cccc(F)c1)N1CCN=C1SCc1cccnc1	i	i	i	-9	i	/	12	-2	i	4	i
CCc1ccccc1NC(=S)N(Cc1cccnc1)Cc1ccco1	i	i	i	-12	i	0.0	-11	-3	i	19	i
O=C(O)CSc1cc(C(=O)c2cc(F)ccc2O)cn2c(=O)c3c(-c4ccccc4)csc3nc12	i	i	i	0	i	-0.1	-3	35	i	-35	i
Cc1cccc(C(=O)OC2CCOC2=O)c1O (stereo unspecified)	i	i	i	10	i	-0.2	4	11	i	-2	i
CCOc1ccc(S(=O)(=O)Nc2ccc(C(=O)NCC(C)(C)N3CCOCC3)cc2)cc1	i	-4.9*	i	-8	i	-0.7	/	-3	i	/	i
COc1ccc(N=C2NC(=O)/C(=C\c3ccco3)S2)cc1	i	i	i	-7	i	0.1	-2	1	i	4	i
Cc1cc(C)n2nc(SCc3ccc(F)cc3Cl)nc2n1	i	i	i	11	i	-2.9	0	0	i	-50	i
CC(=O)Nc1ccc(CN2CCCCCCC2)cc1	i	i	i	6	i	0.3	4	1	i	-7	i
Cc1ccc(CC2C(=O)N(c3cc(Cl)ccn3)C(=O)C2C)cc1 (stereo unspecified)	i	i	i	-10	i	0.7	-6	6	i	-20	i
CCCc1cc(=O)oc2cc(OCc3ccc(C(=O)O)cc3)ccc12	i	i	i	-17	i	0.7	15	2	i	-70	i
Cc1nc2cc(F)ccc2n1C1CCN(C(=O)c2ccc(F)cc2F)CC1	i	i	i	22	i	-0.6	5	/	i	-15	i
Cc1ccccc1-n1ncc2c1CC(C)(C)CC2NC(=O)c1snnc1C (stereo unspecified)	i	i	i	-13	i	-0.4	5	3	i	-8	i
Cc1nn(-c2ccccc2)c(C)c1C(=O)Nc1ccc(N2CCOCC2)cc1	i	i	i	-4	i	-0.2	-5	2	i	4	i
CCC(C)(C)NC(=O)C(c1ccccn1)N(C(=O)c1csnn1)c1ccccc1 (stereo unspecified)	i	i	i	-6	i	0.1	-3	-12	i	-14	i
COc1ccc(-c2csc3nc(-c4ccccc4OC)oc(=O)c23)cc1	i	i	i	-16	i	-0.9	3	/	i	-35	i
O=C(CCSc1ccccc1)Nc1ccccc1C(=O)N1CCCC1	i	i	i	16	i	-0.7	1	1	i	-13	i
Cc1cc(C)n(Cc2ccccc2F)c(=O)c1C#N	i	i	i	6	i	-0.1	-2	-6	i	0	i
CN1CCCC(n2nc(Cc3ccc(Cl)cc3)c3ccccc3c2=O)CC1 (stereo unspecified)	i	i	i	-25	i	-0.3	/	-1	i	/	i
O=C(c1cccs1)N1CCN=C1SCc1cccnc1	i	i	i	20	i	-5.9	-2	-1	i	-8	i
